MsrA act: bovine MsrA enzyme activators, primary screen, biochemical, absorbance, HTS; purified bovine MsrA, absorbance read-out; activation, % at 10.6 µM; hit rate 0.3% among 360,000; AID 602163, 2012; in the data active means activation above about 7.5%;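 further: 0% = vehicle and 100% = reference activator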
MT1-MMP act inh: blockers of MT1-MMP proenzyme processing, primary screen, HT1080 RFP-PRO-GFP cells, GFP/RFP fluorescence; Matrix metalloproteinase-14 (Homo sapiens), P50281; GFP/RFP ratio fluorescence, overnight; percent of plate control window, DMSO zero; GFP/RFP ratio change, % at 20 µM; hit rate 0.061% among 360,000;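 active means GFP/RFP ratio change of at least 30% with cell ATP level not reduced by more than half and red fluorescence within 50% of control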; further: strong numbers were not always called active
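Compound: 20 µM single dose, 1% DMSO / System: HT1080 RFP-PRO-GFP cells / Controls: DMSO and RFP-L50D-GFP cell wells / Read-out basis: GFP/RFP fluorescence ratio / Schedule: overnight compound exposure at 37 °C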
CendR NRP1 mod: modulators of CendR peptide binding to NRP-1, primary screen, biochemical, fluorescence polarization, uHTS. FAM-RPARPAR peptide binding to NRP-1. AID 602438, 2012. inhibition, % at 25 µM. hit rate 0.85% among 360,000;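 active means inhibition or corrected inhibition above about 18%, plus a signal ratio from 0.5 to 1.5, limit read from the data, passing the limit was not always enough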; further: strong numbers were not always called active
MsrA inhibitor: bovine MsrA enzyme inhibitors, primary screen, biochemical, absorbance, HTS | hit rate 0.75% among 360,000 | Methionine sulfoxide reductase A (Bos taurus) | inhibition, % at 15.5 µM | purified bovine MsrA, absorbance read-out | AID 651718, 2012; in the data active means inhibition above about 4.5%;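 further: 0% = vehicle wells with enzyme and 100% = reference inhibitor wells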
Neddylation inh: inhibitors of cullin neddylation, primary screen, biochemical, TR-FRET, uHTS, NAE and Ubc12 | NEDD8-conjugating enzyme Ubc12 (Homo sapiens) + NEDD8-activating enzyme E1 regulatory … | calls only at 25 µM | hit rate 0.58% among 360,000; in the data active means inhibition above about 36%
Rin1 Abl inh: inhibitors of Rin1-Abl protein binding, primary screen, biochemical, TR-FRET. Tyrosine-protein kinase ABL1 (Homo sapiens) + Ras and Rab interactor 1 (Homo sapiens), …. inhibition, % at 7.35 µM. hit rate 0.4% among 360,000. AID 588664, 2011; in the data active means inhibition above about 5%, passing the limit was not always enough
SKN-1 block: suppressors of acrylamide-induced Pgst-4::GFP reporter in worms, primary screen, SKN-1 inhibitor project, whole organism, uHTS, GFP/RFP fluorescence ratio, strain VP596. C. elegans VP596 Pgst-4::GFP/RFP ratio, 24 h. inhibition, % at 21.8 µM. hit rate 0.49% among 360,000;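 active means interference check ratio from 0.5 to 1.5 plus GFP to RFP signal ratio inhibition reaching or exceeding a fixed threshold, cut at about 30% in these data, passing the limit was not always enough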; further: some compounds called inactive have numbers as strong as hits
eLon inh: inhibitors of E. coli Lon protease, primary screen, biochemical, fluorescence polarization. P0A9M0. purified E. coli Lon protease. inhibition, % at 7.94 µM. hit rate 0.42% among 360,000. AID 602123, 2011; in the data active means inhibition above about 13%, passing the limit was not always enough;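 further: 0% = enzyme with probe and DMSO and 100% = no enzyme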
FAS-TE inh: FAS thioesterase domain inhibitors, primary screen, biochemical, fluorescence intensity, uHTS | recombinant FAS-TE, OMFH fluorogenic substrate, fluorescence endpoint | Fatty acid synthase (Homo sapiens), P49327 | inhibition, % at 15 µM | hit rate 0.67% among 360,000;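 active means compounds whose normalised, plate-corrected inhibition of enzyme fluorescence in the single-dose primary screen is 50% or more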;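 further: 0% = DMSO with enzyme and 100% = substrate without enzyme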
* marks the source's active call; other numbers are inactive results; i = inactive; nt = no result given; + = active, no number; & = joins results of further samples. No enrichment for hits. Share with any hit: about 4.2%.

Order of results – MT1-MMP act inh	SKN-1 block	MsrA inhibitor	CendR NRP1 mod	eLon inh	MsrA act	FAS-TE inh	Neddylation inh	Rin1 Abl inh
- Cc1cccc(S(=O)(=O)N(CC(=O)Nc2ccccc2C)Cc2ccco2)c1
    10.6	-16.4	-1.2	2.4	-3.2	-1.1	0.7	i	-2.0
- Cc1nc(CN2CCN(C(=O)CCc3nnc(Cc4c[nH]c5ccccc45)o3)CC2)cs1
    -3.6	-1.4	-0.7	-4.5	4.6	-0.1	-0.7	i	-2.8
- O=C(O)CNC(=O)/C(=C/c1ccco1)NC(=O)/C=C/c1ccccc1
    -2.3	4.1	-0.2	8.7	-3.0	1.9	-9.4	i	2.2
- CC[C@]12c3[nH]c4ccc(Cl)cc4c3CCN1C(=O)[C@@H](CC(=O)NCCCN(C)C)C[C@@H]2C(=O)N1CCN(C(=O)c2ccco2)CC1
    0.5	-11.0	-0.1	-2.7	2.6	-9.4	-6.0	i	21.9*
- O=c1cc(N2CCc3ccccc32)[nH]c(=O)n1Cc1ccc(F)cc1
    -5.5	5.1	0.9	-2.9	1.7	-0.1	-5.0	i	0.2
- Cn1cc(-c2ccccc2C(N)=O)c(=O)c2cc(Cl)ccc21
    1.1	-2.8	1.8	0.4	-2.2	-2.8	-3.1	i	2.2
- S=C(NC1CCCC1)N1CCN(c2ncccn2)CC1
    -2.5	1.3	-0.1	7.4	6.8	-4.0	-5.2	i	1.1
- CC1CCN(c2oc(-c3ccc(F)cc3)nc2C#N)CC1
    -0.5	17.5	1.3	4.8	10.6	-5.6	18.6	nt	-1.6
- CCCCOc1ccc(Nc2nc(C)cc(C)c2C#N)cc1
    1.6	9.5	-1.7	2.6	-9.8	-2.6	-3.0	i	-3.4
- CC(=O)NC12CC3CC(C)(C1)CC(NC(C)=O)(C3)C2
    2.6	-16.8	nt	4.0	1.4	-0.8	-3.6	i	0.6
- Cc1ccc(OCC(=O)Nc2ccc(S(=O)(=O)N3CCN(C)CC3)cc2)cc1
    -8.4	-13.5	-0.7	-1.5	-5.6	-0.1	4.1	i	-2.0
- Nc1cccc(-c2ccc(CO)o2)c1
    1.6	-1.7	-0.7	-6.5	-3.2	-3.4	-5.4	+	-3.0
- COc1ccc(C(=O)NNC(=O)CSc2nnc(C)n2C)cc1
    -1.1	-4.5	0.3	-1.6	-1.3	-0.5	-3.8	i	2.7
- CCN(CC)C(=O)C1=C(C)Nc2nc3ccccc3n2C1c1cccc(OC)c1 (centres undefined)
    -0.4	-5.9	0.7	-4.0	-10.3	0.6	-6.1	i	-2.6
- O=C(Nc1ccnn1C1CCN(Cc2ccccc2)CC1)C1CCOC1 (centres undefined)
    -0.8	2.0	-0.6	14.3	-17.1	-5.0	-4.6	i	1.0
- Cc1nc2cc(S(=O)(=O)C(F)(F)F)ccc2s1
    0.1	6.3	0.0	1.1	0.7	-2.8	0.7	i	0.0
- CCS(=O)(=O)N1CCN(C(=O)c2cc(OC)cc(OC)c2)CC1
    3.4	6.2	-0.8	-6.7	6.4	-7.0	-8.7	i	4.8
- COc1cc(CNc2ncc(-c3ccc(Br)cc3)n2C)cc(OC)c1O
    4.1	-5.7	0.3	1.1	0.1	-0.1	-8.2	i	-0.5
- COc1cc(/C=C2\SC(=S)N(N3CCOCC3)C2=O)ccc1O
    11.9	-11.3	-0.9	-0.3	-14.5	-9.0	-5.6	i	0.4
- CC1(C2CC2)NC(=O)N(CC(=O)Nc2ccccc2C#N)C1=O (centres undefined)
    4.2	10.2	-0.1	1.8	-1.4	-1.2	-6.9	i	-2.2

4 entries from above, sorted by SMILES length, falling.
Order of results – MT1-MMP act inh	SKN-1 block	MsrA inhibitor	CendR NRP1 mod	eLon inh	MsrA act	FAS-TE inh	Neddylation inh	Rin1 Abl inh
- Cc1cccc(S(=O)(=O)N(CC(=O)Nc2ccccc2C)Cc2ccco2)c1
    10.6	-16.4	-1.2	2.4	-3.2	-1.1	0.7	i	-2.0
- Cn1cc(-c2ccccc2C(N)=O)c(=O)c2cc(Cl)ccc21
    1.1	-2.8	1.8	0.4	-2.2	-2.8	-3.1	i	2.2
- O=C(Nc1ccnn1C1CCN(Cc2ccccc2)CC1)C1CCOC1 (centres undefined)
    -0.8	2.0	-0.6	14.3	-17.1	-5.0	-4.6	i	1.0
- CC1CCN(c2oc(-c3ccc(F)cc3)nc2C#N)CC1
    -0.5	17.5	1.3	4.8	10.6	-5.6	18.6	nt	-1.6

(listing goes on)
Order of results – MT1-MMP act inh	SKN-1 block	MsrA inhibitor	CendR NRP1 mod	eLon inh	MsrA act	FAS-TE inh	Neddylation inh	Rin1 Abl inh
- CON(c1nc(N(C)C)nc(N(C)C)n1)S(=O)(=O)c1ccccc1Cl
    0.9	-0.2	-0.5	5.4	-10.5	-6.7	6.7	i	1.6
- CCO[C@@H]1OC(C(=O)NC2CC2)=C[C@H](c2c[nH]c3ccccc23)[C@H]1CCCO
    -2.8	-8.3	-0.3	5.3	-6.6	-1.9	-9.7	i	1.2
- CC(=O)Nc1ccc(S(=O)(=O)NCc2csc(-c3cccnc3)n2)cc1
    4.4	-14.1	0.0	2.1	1.1	-5.5	-7.4	i	0.9
- Cc1ccc(/C=N/N2CCN(c3ccc(Cl)cc3)CC2)o1
    7.5	1.7	0.8	-6.5	-5.6	-3.1	9.2	i	-1.7
- N#Cc1cc(-c2ccc(Cl)cc2)cnc1Sc1ccc(F)cc1
    1.2	3.2	-0.1	-4.8	4.5	-3.1	34.6	i	-2.8
- CCCCOC(=O)Oc1ccc2c(=O)c(Oc3cc(C)cc(C)c3)coc2c1
    -5.2	-2.5	-0.1	-3.3	17.3	-13.3	14.1	nt	-1.9
- CN1CCN(Cc2nc3ccccc3c(=O)n2CC#N)CC1
    -4.4	10.5	-0.8	15.8	2.1	-2.8	-3.2	i	-0.8
- Cc1c(OCC(=O)N2CCC[C@@H]2C(=O)O)ccc2c3c(c(=O)oc12)CCC3
    1.3	22.5	3.5	10.5	5.8	-3.6	-0.4	i	-1.8
- COC(=O)Nc1sc2c(c1C(=O)NCc1ccco1)CCC2
    -4.6	10.7	0.7	-7.0	-6.5	-3.0	9.0	i	-1.5
- OCC(O)C1OCOC(C(O)CO)C1O (centres undefined)
    -2.0	-4.0	3.5	13.1	-11.4	-5.5	-7.1	i	5.8
- O=C(CN(C(=O)CCC(=O)Nc1ccccn1)c1ccc(F)cc1)NCc1ccco1
    0.8	10.7	-1.5	2.8	-0.8	-0.3	-3.9	i	-0.7
- CCCSc1ccc(C(=O)Nc2ccc(Cl)cc2)cn1
    3.9	7.1	-0.3	28.0*	-6.0	-13.9	0.7	i	5.2
- CN(CC(=O)Nc1ccc(S(=O)(=O)N2CCCC2)cc1)Cc1cccc(Cl)c1Cl
    -10.6	8.0	-0.9	-3.9	-6.8	-2.8	35.0	i	-1.1
- Cc1ccc(CN2C(=O)CCC2C(=O)NC(C)C)cc1 (centres undefined)
    0.5	12.7	-0.2	3.6	4.1	-4.4	-8.6	i	3.0
- O=C(Cn1cncc1-c1ccc([N+](=O)[O-])cc1)Nc1ccccc1F
    7.3	-6.4	1.3	7.9	5.2	-5.9	-6.7	i	-4.8
- COCCCNc1nc2nonc2nc1N1CCN2CCCC2C1 (centres undefined)
    -1.6	-4.6	4.8*	1.8	0.4	-6.2	-3.9	i	-2.0
- Cc1ccc(CS(=O)(=O)Cc2ccc(C(=O)NC3CC3)o2)cc1
    6.3	-11.0	0.0	8.7	5.1	2.7	-6.1	i	0.2
- CC(NC(=O)c1cccs1)c1ccc(Br)cc1 (centres undefined)
    -1.2	10.5	0.5	4.5	9.8	-4.1	2.2	i	2.0
- CCN(C(=O)COC(=O)c1cnccn1)c1cccc2ccccc12
    0.0	-2.0	1.6	-4.4	-15.7	-0.2	-5.5	i	-1.8
- O=C(Nc1ccc(CN2CCCCC2)cc1)c1cccc(Br)c1
    5.6	28.7	-0.9	-5.6	-2.7	-9.2	-11.6	i	1.9
- O=C(NCc1ccc(Cl)cc1)N1CCN(C(=O)c2ccccc2)CC1
    -1.3	0.3	-0.6	-4.0	-3.1	0.3	-0.6	i	-1.6
- CCOC(=O)COc1cccc2c(=O)n(CC(=O)N3CCCc4ccccc43)ccc12
    10.3	0.1	-0.5	3.8	2.2	-7.1	-1.3	i	0.8
- Cc1nc2cc3c(cc2c(C)c1C(=O)OC(C)C)OCO3
    1.6	3.8	0.8	-12.2	-7.7	-4.9	-3.0	i	2.7
- CCOC(=O)CNC(=O)Nc1ccccc1C(=O)OC
    8.2	-0.6	0.1	3.8	0.9	0.1	-6.4	i	-0.7
- CC(C)(C)c1ccc(CC(=O)N2CCC2(C)C(=O)NS(=O)(=O)c2ccc(Cl)s2)cc1 (centres undefined)
    1.0	6.9	-0.4	-2.5	-7.3	-1.0	-7.4	i	-5.5
- CNC(=S)N1CCN(c2ccccn2)CC1
    1.5	-0.2	0.2	-5.2	-6.8	-4.3	-9.1	i	3.1
- CC(C)(C)NC(=O)c1cc(C(C)(C)C)c(O)c(C(C)(C)C)c1
    6.8	6.2	0.9	-12.5	-17.0	0.8	-8.7	i	0.1
- CC(=O)C1=CCC(c2ccc(F)cc2)N(S(=O)(=O)c2ccc(C)cc2)C1 (centres undefined)
    4.5&2.5	-10.2&-3.6	-0.4&-0.4	5.1&3.9	8.7&-4.0	-0.1&-1.1	18.2&11.9	i	3.5&3.6
- O=C(NCCCN1CCOCC1)c1onc(CSc2ccc(F)c(F)c2)c1C(=O)NCCCN1CCOCC1
    3.8	-2.7	1.3	16.1	-7.4	4.1	-4.9	i	2.4
- CC(C)CCNc1c(-c2cccs2)nc2ccccn12
    -3.7	5.9	1.1	-13.0	-3.5	-11.9	5.1	nt	3.8
- COc1cccc(Cn2c(Oc3cccc(C)c3)nc3c2c(=O)n(C)c(=O)n3C)c1
    -10.7	-3.9	-1.3	-7.8	-2.9	-1.9	17.6	i	2.4
- O=C(O)C1CSC(CCc2ccccc2)N1 (centres undefined)
    0.6	-0.5	0.3	-11.6	-2.1	7.8*	-2.9	i	2.0
- CCCCNc1c(C(=O)OCC)c(C)nc2c1cnn2CC
    -0.3	-0.7	-0.7	-1.0	-1.5	-0.8	11.8	i	-2.2
- O=C(Nc1nc2ccc(Oc3ccccc3)cc2s1)c1cc([N+](=O)[O-])ccc1N1CCOCC1
    3.4	1.7	1.0	-5.4	4.2	-4.5	26.6	i	-0.2
- C=CCN(Cc1cccs1)C(=O)CN1CCN(S(=O)(=O)c2ccc3c(c2)OCCCO3)CC1
    -3.5	3.4	0.3	-5.5	-11.7	-1.8	12.4	i	2.6
- O=C(NC(=S)Nc1ccc(N2CCOCC2)cc1)c1ccc(Cl)cc1
    7.6	0.4	0.9	9.5	2.5	-0.5	-10.9	i	-0.7
- COc1ccc(-c2noc(CCC(=O)NCCCN3CCN(c4ccccc4F)CC3)n2)cc1
    4.6	-1.4	2.9	4.8	2.4	-1.9	0.3	i	0.2
- Cc1ccc(NC(=O)C2CCN(C(=O)c3cccs3)CC2)c(C)c1
    -2.0	-8.7	1.0	14.7	13.4	-1.4	-2.6	i	1.3
- FC(F)(F)c1ccc(-c2nnc(-c3ccccn3)c(-c3ccccn3)n2)nc1
    1.1	-2.3	0.5	15.6	0.2	-0.3	-1.6	i	-4.2
